Bioassay records from PubChem.
HSF1 inhib – HSF1 inhibition; activity change, negative = inhibition, % at 7.5 µM (by protocol); NIH3T3-HGL HSE-luciferase, MG132-induced, luminescence 8 h; hits give low values; actives 0.77% (n = 300,000);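 active means more than half of replicate wells show activity change below -50%, luminescence cut by over half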;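 further: luciferase reports HSF-1 transcriptional activity via heat shock element; 0% = median of DMSO wells and -100% = zero luminescence signal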
SKKanGAS inh – SKKanGAS growth inhibition; actives 1.3% (n = 300,000); inhibition, % at 7.5 µM; S. pyogenes SKKanGAS, kanamycin growth, BacTiter-Glo, 6 h;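 active means mean replicate score, as percent of positive control median, at least 50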;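 further: strain carries kanamycin resistance gene driven by streptokinase promoter and grows in 40 µg/ml kanamycin; loss of luminescence reflects streptokinase promoter inhibition or plain growth inhibition; 0% = median of DMSO wells and 100% = positive control at its reference dose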
HIF act – HIF pathway transcriptional activation. U2OS HRE-luciferase reporter, luminescence; normalized: DMSO 0%, desferrioxamine 100%. activation, % at 7.5 µM (by protocol). actives 0.32% (n = 300,000);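 active means mean activation of at least 10% of the iron chelator positive control signal, with at least half of replicates also reaching 10%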
HSP90 inh – inhibitors of HSP90 luciferase refolding in rabbit reticulocyte lysate. luciferase refolding luminescence, 3 h. inhibition, % at 5.6 µM. actives 0.91% (n = 290,000). AID 1789;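 active means inhibition above the screen-wide mean plus 3 SD, computed separately per campaign, cut at about 16% in these data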;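 further: 0% = DMSO wells and 100% = 60 µM geldanamycin wells; inhibitors lower the luminescence because luciferase stays unfolded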
Platelet DG rel – platelet dense granule release activity; inhibition, %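 (compounds screened at 7.5 µM in platelet-rich plasma)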; AID 1663; actives 0.22% (n = 300,000); human platelet-rich plasma, SFLLRN dense granule ATP release, luminescence;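 active means mean replicate score, as percent of positive control, at or above 50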
HSF-1 act – increases HSF-1 driven luciferase reporter signal; NIH3T3-HGL HSF-1 luciferase reporter, MG132, 8 h; 100% = twice DMSO control signal; actives 1.7% (n = 300,000); activation, % at 9 µM;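 active means mean replicate activation of at least 50% with a set share of replicates each reaching 50%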;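 further: 0% = median of the neutral control wells and 100% = twice that signal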
aSyn UTR inh – 5' untranslated region of α-synuclein, MLPCN primary screen | alpha-synuclein 5'UTR reporter, inhibitor activity | inhibition, % (tested at 7.5 µM) | actives 0.82% (n = 300,000) | AID 1813; in the data active means inhibition above about 60%;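 further: H4 neuroglioblastoma cells stably carrying SNCA 5'UTR luciferase fusion; 0% = DMSO wells and 100% = positive control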
IEC-6 cytotox – kills IEC-6 intestinal cells in KLF5 counter-screen; actives 0.78% (n = 290,000); inhibition, % at 5 µM; IEC-6 cytotoxicity, luminescence viability; in the data active means inhibition above about 22%;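 further: 0% = plate median of test compound wells and 100% = cytotoxic reference compound wells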
KLF5 inh – inhibitors of KLF5 expression; DLD-1 KLF5 promoter-luciferase reporter, luminescence; inhibition, % at 5 µM; actives 0.23% (n = 290,000); AID 1700;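 active means inhibition above a per-plate limit of that plate's mean compound inhibition plus 3 SD, cut at about 60% in these data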;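 further: 0% = DMSO wells and 100% = LY294002 at 200 µM; higher means less KLF5 promoter-driven luciferase light; inactives centre near -14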
AI-2 QS modul – modulates the Vibrio harveyi AI-2 quorum sensing system; activity change, % at 7.5 µM; actives 0.4% (n = 300,000); Vibrio harveyi JMH597 AI-2 luminescence/OD600 ratio, 9 h; hits give low values; strain lacks LuxN and CqsS sensors; 0 = neutral-control median; AID 2094; in the data active means activity change below about -75%, passing the limit was not always enough;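 further: luminescence divided by OD600 gain over 9 h not by final OD600 alone; inactives centre near 13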
Numbers without * were called inactive; . = not tested or not shown.

SMILES	HSF1 inhib	SKKanGAS inh	HIF act	HSP90 inh	Platelet DG rel	HSF-1 act	aSyn UTR inh	IEC-6 cytotox	KLF5 inh	AI-2 QS modul
COc1ccc(NC(=O)COc2ccc(C(=O)c3ccc(F)cc3)cc2)cc1S(N)(=O)=O	-9	12	0.0	1	2	-10	0	-2	8	56
CC(C)=CCN1CCN(Cc2ccc(Oc3ncccn3)cc2)CC1CCO (stereo unspecified)	-4	-5	0.1	3	7	-1	-21	0	-13	-7
CCC(Sc1nc(C)cc(C)n1)C(=O)Nc1ccc(Cl)cn1 (stereo unspecified)	-5	2	-0.3	-4	-16	-7	12	6	-9	15
COc1ccc(CC(=O)OCC(=O)N2CCCc3ccccc32)cc1OC	3	-24	0.0	.	2	22	17	.	.	-4
O=C(C1CCN(Cc2ccc(F)cc2)CC1)N(CCO)Cc1ccccc1	0	2	-0.3	2	1	-12	-40	1	-3	9
CCOC(=O)N1CCC(N2CCN(c3ccccc3)CC2)CC1	-4	-5	-0.1	1	10	-2	8	0	-7	18
O=C(Nc1cccc2ccccc12)NC1CCCCC1O (stereo unspecified)	1	1	0.3	.	-2	-1	13	.	.	11
O=C1C2C3C=CC(C4CC34)C2C(=O)N1/N=C/c1ccc(-c2ccc(F)cc2[N+](=O)[O-])o1 (stereo unspecified)	11	8	-1.7	3	5	17	-8	-3	-20	12
O=C(NNS(=O)(=O)c1ccc(Cl)cc1)c1ccc(S(=O)(=O)N2CCCCC2)cc1	0	8	-0.5	-5	14	2	31	2	-1	-97*
CC(=O)c1cccc(NC(=O)C2=CC(c3ccc4c(c3)OCO4)=NS(=O)(=O)N2C)c1	-2	3	0.4	-4	2	-3	13	-3	-26	18
Cn1c(=O)c2cc(S(=O)(=O)NC(C(=O)NCc3cccnc3)c3ccccc3)ccc2n(C)c1=O (stereo unspecified)	0	-3	-0.1	1	1	-2	3	4	-27	1
C(=N\Nc1ccc2nncn2n1)/c1ccco1	-7	15	-0.5	6	-18	0	13	3	-23	.
CCNC(=O)c1c(O)c2c([nH]c1=O)CCCC2	1	3	-0.2	2	4	-17	-19	-3	-22	5
Cc1ccc(Cl)cc1NC(=O)CC1NCCNC1=O (stereo unspecified)	-7	-1	0.0	3	23	-7	-7	-4	-25	11
CC(=O)N(CCCCN1C(=O)c2ccccc2C1=O)c1ccc(C)cc1	-1	20	1.1	4	2	0	1	-5	-33	.
COc1ccc(-c2c(C)nn3c(N4CCN(Cc5ccccc5)CC4)cc(C)nc23)cc1OC	-2	2	0.0	-1	0	-4	3	-1	-71	5
COc1cc(C(=S)N2CCC(C)CC2)ccc1O	0	-2	0.1	4	0	-4	-8	4	-47	5
Cc1cc(C(=O)N/N=C/c2ccc(-c3cccc([N+](=O)[O-])c3)o2)n[nH]1	3	0	0.0	-2	10	-6	-11	5	1	17
CCCn1nnnc1NCc1ccccc1F	-5	0	0.8	-1	-2	-7	0	-2	-27	6
O=C1CC2(CCN(C(=O)c3ccc([N+](=O)[O-])cc3)CC2)Oc2ccccc21	5	3	-0.2	.	-1	8	-8	.	.	7

3 of the entries above in order of their number in HSF1 inhib, smallest number first:
structure,HSF1 inhib
Cc1ccc(Cl)cc1NC(=O)CC1NCCNC1=O (stereo unspecified),-7
CCOC(=O)N1CCC(N2CCN(c3ccccc3)CC2)CC1,-4
O=C(C1CCN(Cc2ccc(F)cc2)CC1)N(CCO)Cc1ccccc1,0

Next section.
SMILES	HSF1 inhib	SKKanGAS inh	HIF act	HSP90 inh	Platelet DG rel	HSF-1 act	aSyn UTR inh	IEC-6 cytotox	KLF5 inh	AI-2 QS modul
O=C(Oc1ccc(-c2ccccc2)cc1)C1C2CCCCC21 (stereo unspecified)	-7	-4	-0.3	0	8	5	-51	0	-17	0
COC(=O)c1c(NC(=O)c2ccoc2C)sc2c1CCC2	1	-1	-0.2	0	5	-8	-24	3	-6	33
N#CN=C(c1ccccc1)c1ccccc1	1	0	-1.0	3	0	-1	-2	-2	-3	18
O=C(CNC(=O)c1ccc(Br)o1)NCc1ccc(Cl)cc1	3	-7	-0.2	6	-10	-2	-7	11	-20	20
COc1cc2c(C(=O)NCCCN3CC(C)CC(C)C3)cn(CC(C)C)c(=O)c2cc1OC (stereo unspecified)	-6	2	-0.2	0	0	-6	4	-1	7	4
Cc1n[nH]c(C)c1CCN(C)Cc1cn(C)nc1-c1ccccc1F	3	-2	-0.3	5	10	7	17	4	-3	22
C=CCn1c(SCC2=C(C(=O)OCC)C(C)NC(=O)N2)nnc1C1CCCCC1 (stereo unspecified)	4	-6	1.1	-3	-1	7	12	-3	-14	15
COc1ccc(OC)c(S(=O)(=O)N2CCC(C(=O)NC(C)c3ccccc3)CC2)c1 (stereo unspecified)	-5	-3	0.0	-5	-3	-15	18	-4	11	13
COC1(c2ccccc2)NC(=S)NN=C1c1ccccc1 (stereo unspecified)	2	-2	-0.4	0	-20	-8	20	-3	13	-7
Cc1nn(-c2ccccc2)c2sc(-c3n[nH]c(=S)o3)cc12	-2	80*	-0.3	19*	7	-3	-23	12	-4	25
Cc1ccc(C(=O)c2ccc([N+](=O)[O-])cc2)cc1C	12	2	1.2	-1	-17	21	-41	-3	-19	36
Cc1ccc(N/N=C/c2ccc(N3CCOCC3)cc2)cc1C	7	1	1.7	-1	-20	37	-96	-4	13	24
CCN(CC)S(=O)(=O)c1ccc2c(c1)nc(SCn1nnc3ccccc3c1=O)n2CC	6	4	-0.3	3	1	34	18	-5	-33	24
O=C1c2cccnc2C(=O)N1Cc1ccc(S(=O)(=O)N2CCOc3ccccc32)cc1	-5	1	-0.2	-2	-3	3	-14	-1	-15	23
COC(=O)c1ccc(NC(=O)c2ccccc2N(C)S(C)(=O)=O)cc1	3	1	-0.1	-2	1	0	-9	-4	-37	10
COCCCNC(=O)/C=C1\Sc2ccccc2N(Cc2ccccc2F)C1=O	14	2	3.7	2	3	28	-94	1	-5	18
CC1Cc2nc(SCC(=O)NCc3ccco3)n(Cc3ccccc3)c(=O)c2S1 (stereo unspecified)	17	-1	1.7	2	7	27	-59	-1	-16	46
CCOC(=O)NC(=O)/C(C#N)=N\Nc1ccc(Cl)cc1	-1	-5	-0.2	0	3	-7	20	-5	-8	15
CC(=O)Nc1sc(N/N=C\c2ccccc2Cl)nc1-c1cccs1	-12	11	0.0	-1	7	-17	-141	6	8	25
CCn1c(=O)n(CC)c2cc(N3CCCC3)c(NC(=O)c3cccc(C)c3)cc21	-3	-15	-0.4	0	3	-2	28	6	-36	-5
Cc1cc(C)cc(NC(=O)C(Sc2nnc(C)c(=O)[nH]2)c2ccccc2)c1 (stereo unspecified)	-5	-1	0.0	-2	-4	-5	-7	-3	-9	10
c1ccc(C2=Nc3cccc4cccc(c34)N2)cc1	0	8	-0.4	3	4	31	-22	2	7	49
O=C(COC(=O)c1ccc(NS(=O)(=O)c2cccs2)cc1)NCC1CCCO1 (stereo unspecified)	17	-2	-0.1	0	-8	42	-10	3	-4	-11
O=C1Cn2c(nc3ccccc32)N1c1cccc(C(F)(F)F)c1	3	1	0.4	1	-2	8	-12	5	16	0
CCOc1cc(C(=O)O)ccc1OCCOc1ccccc1	2	-4	-0.5	2	3	5	7	2	-16	20
Cc1ccc2c(c1)C(c1ccc(F)cc1)N(C(=O)C1CC1)CC(=O)N2 (stereo unspecified)	10	0	-0.1	-2	-19	17	-2	5	-20	-2
Cc1ccc(CC(=O)O/N=C(\N)c2ccncc2)cc1	4	-6	0.5	-1	3	-5	-13	3	-50	-48
N#Cc1cc2c(nc1SCC(N)=O)CCCCC2	7	-6	2.4	2	-2	11	-77	-4	-71	21
Cc1ccccc1C1C(=O)c2ccccc2C1=O	5	-3	-2.8	-4	2	13	8	-1	-9	33
O=C1CN(c2nc(-c3ccccc3)c3cc(Br)ccc3n2)c2ccccc2N1	-5	-2	-0.9	-2	-4	-21	7	0	-7	22
CC(=O)N1CCc2cc(S(=O)(=O)NC(C(=O)NC3CCCc4ccccc43)C(C)C)ccc21 (stereo unspecified)	0	3	-0.2	3	.	17	18	-1	-22	7
CCOc1ccc(S(=O)(=O)Nc2cccc(C(=O)N3CC(C)OC(C)C3)c2)cc1 (stereo unspecified)	-8	4	0.4	.	7	-2	-6	.	.	17
O=c1oc(-c2ccc(F)cc2)nc2ccsc12	3	8	-0.2	0	.	1	0	-6	-23	10
CC(=O)NCCc1c[nH]c2ccc(OCc3ccccc3)cc12	-1	0	-0.1	.	-19	-17	3	.	.	17
O=C1CCCc2c1cc(C(=O)NCc1ccco1)c(=O)n2-c1ccccc1	-5	0	-0.6	2	1	25	11	4	-19	33
COc1ccc(C(=O)CC(Nc2ccc([N+](=O)[O-])cc2)c2ccc(Cl)cc2)cc1 (stereo unspecified)	15	30	-0.2	1	-1	12	-8	3	-44	5
Cc1cccc(NC(=O)/C(C#N)=C/c2ccc[nH]2)c1C	10	7	2.6	-8	8	20	-58	1	-109	9
CCC(=O)Nc1nn(C)c2nc3c(C)cccc3cc12	-4	1	-0.1	-2	-18	-16	26	3	2	4
COc1cccc(CNC(=O)CCCc2c[nH]c3ccccc23)c1	-4	-7	-0.1	4	1	-5	9	3	-22	6
CC(C)n1nc(C(=O)NCCc2ccc(S(N)(=O)=O)cc2)c2ccccc2c1=O	-5	-2	-0.2	1	-17	13	14	2	-13	-5
COc1cc(/C=N/n2cnnc2)ccc1Oc1nc(Cl)ncc1F	-5	2	0.7	-8	-12	-9	-12	0	-31	12
CCOP(=O)(Nc1ccc2oc(=O)c3ccccc3c2c1)OCC	7	-1	-0.9	-1	1	15	4	-1	-17	16
O=C(N/N=C/c1cccc(C(F)(F)F)c1)c1ccccc1O	3	-1	-0.3	1	9	5	-33	-4	-21	30
CC1=C(C(=O)Nc2ccccc2C(=O)NCCCN2CCN(C)CC2)SCCO1	-4	0	0.6	8	-55	16	4	5	4	20
CCn1cc(C2=NC(C(C)C)CO2)c2ccccc21 (stereo unspecified)	-7	-2	0.2	0	2	-13	-43	-1	10	-1
COc1ccc(-c2cn3cccnc3n2)cc1NC(=O)CC(C)C	0	10	-0.2	4	-1	6	-17	-2	-52	22
O=C(CN1CCCC1)NCC1(c2ccccc2)CCOCC1	0	-7	-0.3	-2	-4	2	8	0	-25	8
O=c1oc(-c2ccccc2Br)nc2ccccc12	-10	-1	-0.7	3	4	-4	-28	3	-33	-8
OCCN1CCN(c2nc(-c3ccccc3)nc3c2oc2ccccc23)CC1	-4	4	-0.3	2	26	-11	-8	0	-16	27
CC(C)OC(=O)C(NC(=O)c1ccccc1)=C1CCCCC1	1	-2	-0.1	1	7	-4	-7	3	-10	28
CCc1ccc(OCC(=O)Nc2ccc(S(=O)(=O)N3CCOCC3)cc2)cc1	-1	22	0.1	.	-8	-2	-11	.	.	-21
Cc1cc(C)c2oc(C(=O)NCc3ccccc3)cc(=O)c2c1	1	1	-1.7	6	-1	2	-13	3	-18	-6
O=c1ccc(Oc2nc(N3CCCCC3)nc(N3CCCCC3)n2)n[nH]1	-4	-6	-0.5	4	-4	7	33	4	8	10

Given with bars between the fields: part of the list above.
SMILES | HSF1 inhib | SKKanGAS inh | HIF act | HSP90 inh | Platelet DG rel | HSF-1 act | aSyn UTR inh | IEC-6 cytotox | KLF5 inh | AI-2 QS modul
COc1cc(/C=N/n2cnnc2)ccc1Oc1nc(Cl)ncc1F | -5 | 2 | 0.7 | -8 | -12 | -9 | -12 | 0 | -31 | 12
CCOP(=O)(Nc1ccc2oc(=O)c3ccccc3c2c1)OCC | 7 | -1 | -0.9 | -1 | 1 | 15 | 4 | -1 | -17 | 16
